Assay outcomes from PubChem.
AmpC det inh = blocks E. coli AmpC beta-lactamase in presence of detergent; P00811; Potency, µM (series often up to 28.7 µM), for inactives: at the highest dose activity change, negative = inhibition; 71,000 compounds, 0.09% hits; AID 584; purified AmpC, nitrocefin hydrolysis with detergent; active means well fitted curve in the direction sought with a large enough effect
Target sequence (P00811 whole entry, looked up): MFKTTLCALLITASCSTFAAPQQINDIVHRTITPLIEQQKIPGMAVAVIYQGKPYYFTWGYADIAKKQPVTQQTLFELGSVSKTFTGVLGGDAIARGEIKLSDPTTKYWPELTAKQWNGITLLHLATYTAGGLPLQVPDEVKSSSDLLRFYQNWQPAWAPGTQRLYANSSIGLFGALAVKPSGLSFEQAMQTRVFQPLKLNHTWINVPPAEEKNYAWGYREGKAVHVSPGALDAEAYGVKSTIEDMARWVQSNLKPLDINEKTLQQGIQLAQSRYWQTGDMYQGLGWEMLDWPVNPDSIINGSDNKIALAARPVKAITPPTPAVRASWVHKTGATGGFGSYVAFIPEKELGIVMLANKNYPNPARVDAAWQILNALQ
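E. coli AmpC (5.3 nM) in 20 mM phosphate pH 7.0 with 0.01% Triton X-100, preincubated 15 min RT with compound; nitrocefin (2 uL of 800 uM stock) hydrolysis followed by 480 nm absorbance every 20 s over 4 min.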
* = called active by the depositor; & = joins results of further samples; [ ] = dose if it differs, or a comment. On the % scale 0 is the no-effect control and ±100 the full control effect; potency means the concentration at half of the fitted maximal effect.

SMILES	AmpC det inh
CCC(C(=O)NCc1ccco1)N(C(=O)CNS(=O)(=O)c1ccc(C)cc1)c1ccccc1OC (stereo not drawn)	-16%
COc1cccc(C2=CC(c3cccc(OC)c3OC)n3nnnc3N2)c1 (stereo not drawn)	-7%
O=C(O)c1ccccc1S(=O)(=O)NCC(O)COC1CCCCC1 (stereo not drawn)	-3%
O=C(NC1CCCC1)C(c1ccccc1)N(C(=O)c1ccno1)c1cccnc1 (stereo not drawn)	6%
CCN(CC)CCOC(=O)c1ccc(NC(=O)COc2cc(=O)n(CC)c3ccccc23)cc1	-6%
Nc1nc(CN2CCOCC2)cs1	1%
Cc1cc2nc3c(nc2cc1C)C1(C(=O)O)CCC3(C)C1(C)C (stereo not drawn)	-3%
CCOC(=O)c1c(NC(=O)CSc2nc3c(c(=O)n(C)c(=O)n3C)n2CC)sc(C)c1C	-5%
NC(=O)C1CCN(C(=O)N2c3ccccc3Sc3ccccc32)CC1	11%
CC(C)C[C@H](NP(=O)(O)O[C@@H]1O[C@@H](C)[C@@H](O)[C@@H](O)[C@H]1O)C(=O)N[C@@H](Cc1c[nH]c2ccccc12)C(=O)O	-1%
CCc1cc2c(=O)c(-c3nc4ccccc4n3C)coc2c(CN2CCOCC2)c1O	-3%
CSc1nsc(SCc2ccc(F)cc2)n1	25%
CCNC(=O)CCC(=O)Nc1cc(Cl)ccc1C	-1%
Cc1cc(O)c(C(C)C)cc1NC1=NS(=O)(=O)c2ccccc21	-3%
CC12COC3(C(=O)Nc4cccnc4)CC1CCC32C (stereo not drawn)	-1%
CC(C)C(=O)N(Cc1cc2ccccc2[nH]c1=O)C(C)C	-9%
O=C1COc2ccc(OCc3ccc(F)cc3)cc21	-1%
CC(C)(CNC(=O)c1cccs1)CNC(=O)c1cccs1	6%
Cn1c(=O)c2c(nc(SCCN3CCOCC3)n2Cc2ccccc2)n(C)c1=O	-2%
O=C(Nc1cccc(F)c1)N1CC2(CCN(C(=O)c3csnn3)CC2)C1	0%
Cc1ccc2c(c1)nnn2C1CCN(C(=O)C2CCCCC2)CC1	9%
O=C(Nc1ccc2nn(-c3ccccc3)nc2c1)c1ccc2c(c1)OCCO2	6%
CC1CCCCC12NC(=O)N(CC(=O)NCCc1ccccn1)C2=O (stereo not drawn)	-5%
O=C(CCCn1c(=O)c2sccc2n(CC(=O)NCc2ccco2)c1=O)NCc1ccco1	5%
COc1ccc(C(c2nnnn2Cc2cccs2)N2CCN(c3ccc(F)cc3)CC2)cc1OC (stereo not drawn)	12%

Gathered by group: the entries above with two or more sulfur atoms.
SMILES	AmpC det inh
CCOC(=O)c1c(NC(=O)CSc2nc3c(c(=O)n(C)c(=O)n3C)n2CC)sc(C)c1C	-5%
CSc1nsc(SCc2ccc(F)cc2)n1	25%
CC(C)(CNC(=O)c1cccs1)CNC(=O)c1cccs1	6%

Next part
SMILES	AmpC det inh
O=C(O)CNC1=NCCCCC1	-3%
O=c1cc(CN2CCC3(CC2)OCCO3)c2c(ccc3ccccc32)o1	-1%
CC(=O)Nc1ccc2nc(-c3ccccn3)[nH]c2c1	3%
N#Cc1cc2c(nc1SCc1nc3ccccc3[nH]1)CCC2	13%
O=C(CN1CCc2ccccc2C1)c1cccs1	-2%
COc1ccc(C2C3=C(Nc4ncnn42)c2ccccc2CC3)cc1OC (stereo not drawn)	-3%
N#CC1=C(N)Oc2cc(N)ccc2C1C1CC=CCC1 (stereo not drawn)	8%
Cc1nc(C)c(C(=O)C2=C(O)C(=O)N(CCN3CCOCC3)C2c2ccco2)s1 (stereo not drawn)	2%
O=c1[nH]c(N2CCc3ccccc32)nc2c1CCCC2	-1%
CC(C)NC(=O)CN(C(=O)CCC(=O)Nc1ccccn1)c1ccc(F)c(Cl)c1	2%
CCOC(=O)C1CCN(C(=O)CCn2c(=O)[nH]c3ccsc3c2=O)CC1	-1%
CCC(=O)Nc1c(C)c(CC)nc2ccccc12	-3%
CCN1C(=O)N[C@@H](c2ccccc2)C1=O	-4%[12.8 µM]
CCOC(=O)C1(Cc2ccc(O)cc2)NC(c2ccco2)C2C(=O)N(c3ccccc3F)C(=O)C21 (stereo not drawn)	10%
Cn1c(N)c(C(=O)NCc2ccccc2Cl)sc1=S	0%
OC1(c2cccc(C(F)(F)F)c2)CCN(c2ncnc3c2[nH]c2ccc(F)cc23)CC1	-2%
Cc1ccc(C(=O)CSC2=C(C#N)C(c3ccco3)C3=C(CC(C)(C)CC3=O)N2)cc1 (stereo not drawn)	-4%
Cc1cccc(NC(=O)COc2nsnc2N2CCOCC2)c1	-4%
Cc1ccccc1-c1nc(CS(=O)CC(=O)N2CCC3(CC2)OCCO3)c(C)o1 (stereo not drawn)	-4%
Cc1cc(NC(=O)Nc2ccc(N(C)C)cc2)c2cc(F)cc(F)c2n1	-2%
Cc1ccc(NC(=O)CSc2nnc(C3CCCCC3)n2N)cc1F	-8%
CCOC(=O)CNC(=O)C(CO)NC(=O)OCc1ccccc1 (stereo not drawn)	19%
CCNc1nc(NC(C)C)nc(N(C#N)Cc2ccccc2)n1	0%
O=S(=O)(NCCO)c1cc[c]([Sb](=[O])([OH])[OH])cc1	1%[5.75 µM]
COc1ccc(CN2CC(C(=O)NCCCN3CCOCC3)CC2=O)cc1 (stereo not drawn)	12%

Continued.
SMILES	AmpC det inh
C[C@H](CN(C)C)C(=O)c1ccccc1C(=O)O	-4%[5.75 µM]
Cc1ccc(NC(=O)C2CCCN(S(=O)(=O)c3cnc[nH]3)C2)cc1C (stereo not drawn)	4%
COc1ccc(C(c2sc3nc(C)nn3c2O)N2CCN(CCO)CC2)cc1OC (stereo not drawn)	9%
COc1cccc(C2CC(c3cccc(C)c3)n3ncnc3N2)c1 (stereo not drawn)	11%
O=C(c1ccco1)N1CCN(C(=O)c2cccc3c2C(=O)N(C2CCCCC2)C3)CC1	-2%
O=C(Cc1c(C(=O)O)[nH]c2ccccc12)NC1CCN(Cc2ccccc2)CC1	1%
CSc1nc(-c2ccco2)nn1S(=O)(=O)c1ccc(C)cc1	24%
CCOc1ccc(-c2nnc(-c3cccs3)o2)cc1OCC	-3%
CCOC(=O)N1CC=C2C(C#N)=C(N)C(C#N)(C#N)[C@H](c3ccsc3)[C@H]2C1	13%
O=c1[nH]cnc2[nH]ncc12	12%&-3%
Cn1c(=O)c2c(nc(N3CCCCC3)n2CCSc2nc3ccccc3s2)n(C)c1=O	2%
Cc1ccc(OCC(=O)Nc2nnn(C)n2)c(C)c1	12%
COC(=O)C1=C(N)Oc2cc(N(C)C)ccc2C1c1ccccc1OC (stereo not drawn)	3%
O.O.[NH-]C1(C(=O)O)CCCC1.[NH-]C1(C(=O)O)CCCC1.[Ni+2]	-4%[5.75 µM]
CN=C=O	13%
O=C(CNC(=O)c1ccccc1F)NC1CC1	-2%
COc1ccc(N=C2C(=O)Nc3ccccc32)cc1	-1%
Fc1ccc(Br)cc1/C=N/n1cnnc1	-2%
COc1ccc(N=C(C)c2c(O)n(C)c(=O)n(C)c2=O)c(OC)c1	-3%
O=C(O)CSCCn1cccn1	2%
CCOC(=O)c1ccccc1NC(=O)Nc1ccc(OC)c(OC)c1	-1%
C=CCn1c(SCC(=O)Nc2nc3ccccc3s2)nnc1-c1ccccc1O	-1%
CCn1c(N)c(C(=O)NCc2ccc3c(c2)OCO3)sc1=S	0%
O=C(NCC1CCCO1)c1cccc(N2CCCC2=O)c1 (stereo not drawn)	-2%
O=C(c1cccs1)N1CCN(C2CCN(Cc3ccccc3)CC2)CC1	-1%

7 records picked at random from the list so far:
SMILES	AmpC det inh
Cc1ccc(C(=O)CSC2=C(C#N)C(c3ccco3)C3=C(CC(C)(C)CC3=O)N2)cc1 (stereo not drawn)	-4%
CC(C)NC(=O)CN(C(=O)CCC(=O)Nc1ccccn1)c1ccc(F)c(Cl)c1	2%
O=c1cc(CN2CCC3(CC2)OCCO3)c2c(ccc3ccccc32)o1	-1%
CCOC(=O)CNC(=O)C(CO)NC(=O)OCc1ccccc1 (stereo not drawn)	19%
Cc1nc(C)c(C(=O)C2=C(O)C(=O)N(CCN3CCOCC3)C2c2ccco2)s1 (stereo not drawn)	2%
O=C(CN1CCc2ccccc2C1)c1cccs1	-2%
CSc1nc(-c2ccco2)nn1S(=O)(=O)c1ccc(C)cc1	24%

Later entries
SMILES	AmpC det inh
CC(=O)C1=C(O)C(=O)N(CCC(=O)O)C1c1cccc(F)c1 (stereo not drawn)	13%
CCOc1ccc(NC(=O)Nc2ccc(N(C)C(C)=O)cc2)cc1	-1%
CCOC(=O)c1c(-c2ccccc2)[nH]c2ccc(O)cc12	-2%
CC(C)(NC(=O)N1CCCC1)c1cccc(C(C)(C)NC(=O)N2CCCC2)c1	0%
CC(C)NC(=O)CN(c1cccc(Br)c1)S(C)(=O)=O	-3%
c1ccc(CCn2nnnc2C(c2cccnc2)N2CCN(c3nc4ccccc4s3)CC2)cc1 (stereo not drawn)	7%
O=C(CSc1nnc(-c2cccs2)n1Cc1ccco1)Nc1ccc2c(c1)OCO2	-3%
O=C(Nc1ccc2c(c1)OCO2)c1ccc(S(=O)(=O)NCC2CCCO2)cc1 (stereo not drawn)	-6%
Cn1c(/C=C/N2CCOCC2)c(C(=O)c2ccc(Br)cc2)c(=O)n(C)c1=O	1%
Cc1ccc(C)n1-c1ccc(-c2nnco2)cc1	-2%
Cc1ccc(S(=O)(=O)N(C)CC(=O)NC2CCCC2)cc1	-3%
Cc1cc(C)c2c3c(sc2n1)C1(CCSCC1)C(C#N)=C(N)O3	0%
O=C(CC1(O)C(=O)N(CN2CCOCC2)c2ccccc21)c1ccccc1 (stereo not drawn)	-4%
Cn1nc(-c2ccc(C(=O)N3CCN(c4ccccc4)CC3)cc2)c2ccccc2c1=O	-1%
Cc1ccc(-c2noc(C3CCN(S(=O)(=O)c4ccc5c(c4)OCCO5)CC3)n2)o1	3%
CC1CCCN(C(=O)Cn2nnc(-c3cccnc3)n2)C1 (stereo not drawn)	4%
O=C(NC(C(=O)c1ccccc1)n1cnccc1=O)c1ccccc1 (stereo not drawn)	-1%
Cc1occc1-c1nnc(SCC(=O)c2ccc(Cl)cc2)n1CC1CCCO1 (stereo not drawn)	-2%
NC(=O)CN1CC(c2ccccc2)CC1=O (stereo not drawn)	-4%
O=c1c(CCc2ccccc2)nc2cncnc2n1C1CC1	-2%
CCOC(=O)c1[nH]c2ccc(OC)cc2c1NC(C)=O	1%
COC(=O)C(C)NC(=O)C(C)NC(=O)OCc1ccccc1 (stereo not drawn)	-5%
COc1ccc(-c2cc(C(=O)Nc3c(C)nn(Cc4ccccc4)c3C)no2)cc1	0%
CCC(=O)N1CCc2cc(Br)cc(S(=O)(=O)NCC3CCCO3)c21 (stereo not drawn)	0%
COC(=O)c1ccc(C)c(NC(=O)C2COc3ccccc3O2)c1 (stereo not drawn)	-2%

Sorted by molecular weight (high to low): part of the list above.
SMILES	AmpC det inh
Cn1nc(-c2ccc(C(=O)N3CCN(c4ccccc4)CC3)cc2)c2ccccc2c1=O	-1%
O=C(Nc1ccc2c(c1)OCO2)c1ccc(S(=O)(=O)NCC2CCCO2)cc1 (stereo not drawn)	-6%
COC(=O)c1ccc(C)c(NC(=O)C2COc3ccccc3O2)c1 (stereo not drawn)	-2%

(cont.)
SMILES	AmpC det inh
c1ccc(CCN2CCN=C2Cc2ccccc2)cc1	-1%[5.75 µM]
Cc1csc(N(C)C(=O)CSc2nnc(COc3ccccc3C)o2)n1	9%
Cc1cc(C(=O)CSc2nnnn2-c2ccc(O)cc2)c(C)n1Cc1ccc2c(c1)OCO2	-5%
c1ccc2c(c1)OCC(c1nn3c(Cn4nnc5ccccc54)nnc3s1)O2 (stereo not drawn)	-5%
CNC(=O)CSc1nnc(-c2ccco2)n1-c1ccccc1OC	17%
O=C(/C=C\c1ccc(O)c(O)c1)O[C@H]1C[C@@](O)(C(=O)O)C[C@H](O)[C@@H]1O	-2%
O=C1CC(N2CCC(c3nc4ccccc4[nH]3)CC2)C(=O)N1Cc1ccccc1 (stereo not drawn)	-3%
CC(=O)N1CCN=C1SCc1c(F)cccc1Cl	6%
c1ccc(-c2nc(NCc3ccco3)c3ccccc3n2)nc1	-1%
COCCNC(=O)Cn1cnc2sc(C)c(S(=O)(=O)N3CCC(C)CC3)c2c1=O	-5%
Cc1ccc(-n2c(SCC(N)=O)nc3c([nH]c4ccccc43)c2=O)cc1	13%
O=c1c2c(nc3nc(COc4ccccc4)[nH]n13)CCC2	-6%
Brc1cc2[nH]cnc2c2ccccc12	-6%
COc1ccc(NC(=O)N[C@@H](CCSC)C(=O)O)cc1Cl	-3%
CCOC(=O)C1C(c2ccc(C)o2)NC(=O)NC1(O)C(F)(F)F (stereo not drawn)	-2%
CS(=O)(=O)N1CCC(C(=O)Nc2ccc(Br)cc2F)CC1	-4%
CCCOc1cc(C)c(S(=O)(=O)n2ccc(C)n2)cc1C	0%
C=CCNC(=O)c1ccc(C(=O)c2ccccc2)cc1	-1%
Cc1nnc(NC(=O)C2CCCN(S(=O)(=O)Cc3ccccc3)C2)s1 (stereo not drawn)	9%
O=C(NCCN1CCc2ccccc2C1)C1CC(=O)N(C2CCCC2)C1 (stereo not drawn)	1%
CCN1C(=O)c2ccc(-c3nc4ccccc4c(=O)o3)cc2C1=O	13%
CCOC(=O)N1CCC(NC(=O)c2cc(C(=O)Nc3ccc(F)cc3F)ccc2CO)CC1	6%

Given comma-delimited: 3 of the compounds above.
Compound,AmpC det inh
Brc1cc2[nH]cnc2c2ccccc12,-6%
COCCNC(=O)Cn1cnc2sc(C)c(S(=O)(=O)N3CCC(C)CC3)c2c1=O,-5%
O=C1CC(N2CCC(c3nc4ccccc4[nH]3)CC2)C(=O)N1Cc1ccccc1 (stereo not drawn),-3%

This is a subset; rates above refer to the full screens.
